Granule exo inh: blocks lytic granule exocytosis; TALL-104 LAMP-1 surface exposure, flow cytometry; cells stimulated with thapsigargin and PMA; inhibition, % at 10 µM; 360,000 compounds, 0.66% hits;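 active means inhibition above about 55%, limit read from the data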
Peg3 promoter: inhibitors of Peg3 promoter. HeLa PEG-Prom luciferase reporter, luminescence, overnight. inhibition, % at 20 µM. 360,000 compounds, 1.7% hits;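 active means inhibition of at least 50% at 20 µM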
PDI turbidity: blocks human protein disulfide isomerase activity; P07237; PDI insulin aggregation turbidity, A650, 90 min; inhibition, % at 10 µM; 350,000 compounds, 0.052% hits;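 active means mean inhibition across replicates of 30% or more, whatever share of single replicates reach that level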;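 further: absorbance from insulin aggregation driven by PDI reduction with DTT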
Target sequence (P07237 whole entry, looked up): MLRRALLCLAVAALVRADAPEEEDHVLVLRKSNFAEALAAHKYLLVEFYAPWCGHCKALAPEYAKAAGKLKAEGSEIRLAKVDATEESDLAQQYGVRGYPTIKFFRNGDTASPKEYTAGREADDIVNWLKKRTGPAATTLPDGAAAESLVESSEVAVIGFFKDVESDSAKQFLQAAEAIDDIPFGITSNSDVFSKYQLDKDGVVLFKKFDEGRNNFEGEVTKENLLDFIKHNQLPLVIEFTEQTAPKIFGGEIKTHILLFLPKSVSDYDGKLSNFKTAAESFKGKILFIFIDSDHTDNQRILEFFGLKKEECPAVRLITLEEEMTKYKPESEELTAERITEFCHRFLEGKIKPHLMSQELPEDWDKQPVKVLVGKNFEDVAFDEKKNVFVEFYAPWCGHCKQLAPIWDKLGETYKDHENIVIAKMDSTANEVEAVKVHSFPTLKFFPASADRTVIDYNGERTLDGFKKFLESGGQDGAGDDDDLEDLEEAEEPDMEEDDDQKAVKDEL
Vif imaging: HIV Vif inhibition; HEK293T cells, Vif self-association by quenched fluorescence, imaging, 24 h; inhibition, % at 7.49 µM; 340,000 compounds, 0.35% hits; AID 602346; in the data active means inhibition above about 50%, passing the limit was not always enough; further: some results filed as inactive read as strong as hits
CaV13 FRET inh: Primary screen for inhibitors of IQ motif and Ca2+-dependent inactivation inhibitor domain binding in CACNA1D, Förster resonance energy transfer in living cells, …; HEK cells, CFP/YFP FRET ICDI-IQ, plate reader, 10 min; percent FRET-ratio fall versus neutral wells; inhibition, % at 12.3 µM; 340,000 compounds, 0.098% hits; AID 743397;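 active means mean replicate inhibition of at least 30% and at least 1% of replicates passing that level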;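 further: 0% = median of the neutral control wells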
NR2E3 ag-1: activates human photoreceptor nuclear receptor NR2E3 | GST-NR2E3/biotin-RetCOR TR-FRET, 1536-well | inhibition of corepressor binding, % at 4.78 µM | 320,000 compounds, 0.12% hits | AID 2300;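 active means percent inhibition above the cutoff of mean plus 3 SD of all tested compounds, set per screening campaign, cut at about 20% in these data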;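 further: 0% = DMSO wells and 100% = biotin wells as full block of FRET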
Target sequence (Q9Y5X4 whole entry, looked up): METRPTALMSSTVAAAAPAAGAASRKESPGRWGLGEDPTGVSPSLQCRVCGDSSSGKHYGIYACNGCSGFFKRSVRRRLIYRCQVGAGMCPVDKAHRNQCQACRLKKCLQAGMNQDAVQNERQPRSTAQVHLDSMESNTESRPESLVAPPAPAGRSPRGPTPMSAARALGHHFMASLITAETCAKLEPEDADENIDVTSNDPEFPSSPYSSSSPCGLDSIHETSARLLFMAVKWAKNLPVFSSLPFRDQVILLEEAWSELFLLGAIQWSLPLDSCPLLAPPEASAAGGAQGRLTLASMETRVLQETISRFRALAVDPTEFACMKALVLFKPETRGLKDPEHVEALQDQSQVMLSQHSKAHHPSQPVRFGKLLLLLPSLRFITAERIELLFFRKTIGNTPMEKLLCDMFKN
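Material: NR2E3–RetCOR corepressor complex | Quantity: 1.35 nM GST-tagged NR2E3 final | Schedule: 5 h at 4 °C | Replication: Singlicate compound wells | Reagent: RetCOR corepressor, biotinylated, 7 nM | Controls: Biotin wells as high control, 0.6% DMSO wells as low control | Signal: TR-FRET, Eu(K)-anti-GST donor, streptavidin-D2 acceptor, ex 340, em 617/671 nm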
HIF-2a block: inhibitors of HIF-2a | 786-0 RCC cells HIF-2a reporter, luciferase luminescence, overnight | inhibition, % at 18.8 µM | 360,000 compounds, 0.72% hits | AID 624352;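 active means inhibition of the luminescence signal of 40% or more relative to plate controls, in a single-dose primary screen at 18.75 µM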
hiPSC survival: hiPSC single-cell survival enhancement. survival enhancement, % at 20 µM. ATPlite luminescence; 100% = ROCK inhibitor wells, 0% = DMSO. AID 602274. 360,000 compounds, 0.044% hits; in the data active means survival enhancement above about 18%;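 further: cells exposed to compounds for 16 hours before the ATP read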
NR2E3 ag-2: agonists of human NR2E3 nuclear receptor; CHO-S Gal4-NCOR/VP16-NR2E3 two-hybrid, luciferase; inhibition of corepressor binding, % at 3.98 µM; 360,000 compounds, 0.35% hits; AID 602229;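 active means inhibition above the mean of all tested compounds plus 3 SD, cut at about 70% in these data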;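 further: 0% = DMSO with NR2E3 transfected cells and 100% = cells lacking NR2E3 construct; higher means lower luciferase signal from less NR2E3 corepressor binding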
MITF TRPM1 inh: reduces MITF-dependent TRPM1 promoter luciferase signal. SK-MEL-5 TRPM1 promoter luciferase, 24 h. inhibition, % at 12.5 µM. 330,000 compounds, 0.83% hits. AID 488899;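 active means mean inhibition across replicates of 60% or more, whatever share of single replicates reaches that level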; further: values of inactives mirror those of a sister screen read the other way
aDG glyco up: increases alpha dystroglycan glycosylation | Pro5-aDG cells, alpha-DG glycosylation AlphaScreen (IIH6); 0% Pro5, 100% B10-LARGE cell signal | activation, % at 10 µM | 360,000 compounds, 0.22% hits;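 active means activation of at least 8% versus controls, or a plate z-score of at least 8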;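 further: Pro5 are CHO cells carrying HIG-tagged alpha-DG that lacks glycosylation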
* hit, by the source's call; / = not tested or not shown. Rows are unselected. About 3.5% of those tested had a hit in this group.

SMILES	Granule exo inh	Peg3 promoter	PDI turbidity	Vif imaging	CaV13 FRET inh	NR2E3 ag-1	HIF-2a block	hiPSC survival	NR2E3 ag-2	MITF TRPM1 inh	aDG glyco up
CC(C)C(NC(=O)C(Cc1ccccc1)NC(=O)OCc1ccccc1)C(=O)O (stereo unspecified)	-0.9	-1.9	2.2	4.6	15.7	0.2	17.6	-0.3	19.8	8.3	0.1
Cc1cc(C)cc(OCC(=O)NCCc2nc3ccccc3[nH]2)c1	-0.5	6.7	-2.0	-5.9	-21.7	1.1	22.4	-0.4	-3.1	9.9	-0.3
CCCC(=O)Nc1ccc(NC(=O)c2ccccc2OC)cn1	-2.9	-18.7	-6.7	11.8	-3.7	-0.5	-68.2	-2.0	-20.1	-11.5	-0.2
O=C(Nc1ccc2c(c1)OCCO2)c1cnccn1	7.1	-92.0	9.7	-9.4	-7.0	-1.6	-144.8	-2.8	-84.7	-27.2	1.4
CC(C)(C)NC(=O)NC(=O)CN1CCN(c2cccc(Cl)c2)CC1	-13.0	20.1	1.9	-3.5	-6.7	0.8	20.7	-0.6	-20.1	-6.2	0.1
CCc1nc2ccc(C(=O)NCCCN3CCCC3=O)cn2c1N(C=O)CC	3.3	-3.9	5.3	4.4	-4.3	/	0.5	4.4	18.8	/	-0.2
CC(=O)c1sc(N/N=C\c2cccc(Br)c2)nc1C	3.8	-203.8	14.0	-12.3	-3.8	3.5	-276.4	-0.6	-60.3	-30.4	0.6
O=C(CCn1c(=O)oc2ccccc21)N1CCOCC1	0.6	14.5	-2.8	21.3	-3.9	2.0	4.0	3.5	-16.5	12.6	-0.1
CC(=O)N1c2ccc(S(=O)(=O)N3CCC(C(=O)Nc4cccc(C)c4C)CC3)cc2CC1C (stereo unspecified)	11.7	13.2	6.2	-4.7	-2.7	-2.0	15.1	-0.4	-3.6	-4.2	-0.3
O=C(COc1ncnc2ccccc12)N1CCN(S(=O)(=O)c2ccc(Cl)cc2)CC1	-2.2	16.4	0.2	3.0	-5.1	-2.0	18.6	-1.2	-13.3	-1.8	0.0
CCCC(C)NC(=O)COC(=O)c1cc(Br)c(Br)s1 (stereo unspecified)	-4.6	1.5	-6.9	18.6	-19.3	-0.5	21.0	1.9	-11.9	7.3	-0.4
CC(NC(=O)c1ccc2ccccc2n1)c1ccc(Br)cc1 (stereo unspecified)	-13.3	14.5	1.5	-20.4	-4.3	1.7	-0.5	-0.4	-7.6	8.5	0.0
O=C(CN1C(=O)C2C3C=CC(C3)C2C1=O)NCCN1CCCc2ccccc21 (stereo unspecified)	2.4	27.1	-1.8	12.8	/	1.7	-10.5	-0.7	-21.7	13.9	0.3
CC(C)SC1=NC(C)(C)C=C(/C=C/c2ccc(Cl)cc2Cl)N1	5.8	49.0	0.0	7.2	-2.7	-0.1	30.7	-0.9	16.6	7.5	2.2
CSc1cc(C)n(-c2ccccc2C)c(=S)c1C(C)=O	1.5	4.3	-2.3	/	/	0.9	-1.1	-1.5	-33.9	-1.5	0.9
CCCCCC1C/C(=N\O)C=C(C)C1C(=O)OC (stereo unspecified)	0.0	11.7	-12.0	-1.1	-5.0	1.8	21.0	0.4	-1.6	-23.5	0.0
C/C=C(\C)C(=O)NCCN1C2=NC[C@H](C)N2C[C@@H]1Cc1ccc(OC)cc1	0.2	-2.6	-2.2	-2.8	-9.8	0.9	6.4	2.6	1.4	/	0.1
CCOC(=O)C1(Cc2ccc(Cl)cc2)CCN(Cc2cn(CC)nc2C)CC1	2.2	9.3	-0.3	1.4	-2.5	-0.8	8.1	-0.8	30.9	-0.6	0.2
CC(=O)Nc1ccc(S(=O)(=O)NC(C)c2ccccc2)cc1 (stereo unspecified)	-1.6	10.9	9.9	-3.1	-5.9	/	3.5	-0.2	-10.3	5.9	0.0
COC(=O)[C@]12CCCCC=C1N(Cc1ccccc1)C(=O)[C@H](CC(=O)NCCCCc1ccccc1)C2	6.9	/	/	/	-7.8	/	2.4	0.4	3.1	/	0.0

No new results follow: an excerpt of the list.
SMILES	Granule exo inh	Peg3 promoter	PDI turbidity	Vif imaging	CaV13 FRET inh	NR2E3 ag-1	HIF-2a block	hiPSC survival	NR2E3 ag-2	MITF TRPM1 inh	aDG glyco up
CC(C)C(NC(=O)C(Cc1ccccc1)NC(=O)OCc1ccccc1)C(=O)O (stereo unspecified)	-0.9	-1.9	2.2	4.6	15.7	0.2	17.6	-0.3	19.8	8.3	0.1
Cc1cc(C)cc(OCC(=O)NCCc2nc3ccccc3[nH]2)c1	-0.5	6.7	-2.0	-5.9	-21.7	1.1	22.4	-0.4	-3.1	9.9	-0.3
CCCC(=O)Nc1ccc(NC(=O)c2ccccc2OC)cn1	-2.9	-18.7	-6.7	11.8	-3.7	-0.5	-68.2	-2.0	-20.1	-11.5	-0.2

Going on with the list.
SMILES	Granule exo inh	Peg3 promoter	PDI turbidity	Vif imaging	CaV13 FRET inh	NR2E3 ag-1	HIF-2a block	hiPSC survival	NR2E3 ag-2	MITF TRPM1 inh	aDG glyco up
CC1CCCC(NC(=O)CCn2c(=S)oc3ccccc32)C1C (stereo unspecified)	-0.4	13.2	-13.2	-11.8	-1.8	1.7	11.4	-0.5	-15.4	2.9	-0.1
Cc1ccc2c(c1)C(=O)C(=O)N2Cc1ccc(Br)cc1	-0.1	-25.8	-3.2	1.4	-5.7	/	-8.3	-2.4	1.0	16.8	-0.2
O=C(NCc1ccccn1)c1cc(-c2ccc(-c3ccccc3)cc2)nc2ccccc12	-2.6	-144.5	-6.2	-13.5	-5.0	3.7	-203.4	-4.7	-121.8	-22.5	0.0
O=C(/C=C/c1ccco1)NC(=S)Nc1nc(-c2ccc3ccccc3c2)cs1	24.2	-25.6	-5.5	-0.9	-5.5	1.9	-71.0	-0.6	-57.4	-2.7	-0.6
COc1cc2c(cc1OC)CN(C(=S)Nc1cccc(Cl)c1C)CC2	-3.7	20.4	0.8	6.8	-5.8	-0.1	24.8	-0.4	1.6	1.9	0.1
Cc1cc(Br)ccc1SCC(=O)OCC(=O)Nc1ccc2[nH]c(=O)[nH]c2c1	-2.1	8.0	-5.5	-1.7	-3.0	1.3	0.8	1.6	-27.8	6.2	0.0
CCCCn1c(N)c(N(CC(C)C)C(=O)CN2C(=O)NC3(CCC(C(C)(C)CC)CC3)C2=O)c(=O)[nH]c1=O (stereo unspecified)	0.9	14.2	7.8	4.0	-2.5	/	-16.9	4.0	-8.4	11.6	-0.2
CCN(CC)C(=O)c1cccc(NC(=O)CCc2nc3sc4c(c3c(=O)[nH]2)CCCC4)c1	6.4	-11.9	0.5	-1.9	-6.4	/	-21.3	0.0	-12.1	10.7	0.1
Cc1cc(C)cc(OCc2nnc(SCC(=O)N3CCCCC3)o2)c1	-12.9	3.7	3.0	-6.3	-2.8	3.0	-0.5	-0.3	-4.5	9.1	0.0
S=C(NCCc1ccc(Cl)cc1)NC1CC1	1.6	-35.4	0.5	8.1	-4.2	2.5	-26.0	5.8	-42.1	-5.5	-0.2
CCc1cc(C(=O)OC)c(NC(=O)C2CC(=O)NN2Cc2ccccc2)s1 (stereo unspecified)	1.7	17.8	-4.9	-2.0	-6.8	-1.4	-2.2	-0.7	-28.7	12.6	-0.4
COc1ccc(CN(C)CC2CCCN(CCc3ccccc3C)C2)cc1O (stereo unspecified)	52.6	-23.3	-1.2	0.5	-4.3	-0.6	14.9	-0.5	35.9	-8.8	0.2
CC(Sc1nnc(Cc2ccc([N+](=O)[O-])cc2)o1)C(N)=O (stereo unspecified)	6.9	9.6	5.6	0.8	-8.7	0.8	-15.0	1.5	5.1	3.9	-0.2
Cc1ccc2oc(-c3cccc(NC(=O)Cc4cccs4)c3)nc2c1	-4.7	-65.4	0.3	0.4	-2.4	0.6	-104.5	-2.8	-114.3	-27.1	0.2
O=C(CSc1nnc(NC(=O)c2ccccc2F)s1)NC1CCCC1	-2.1	-94.8	-1.0	9.0	-6.3	5.9	-117.8	-0.7	-31.7	-55.5	-0.2
COc1ccc([N+](=O)[O-])cc1NC(=O)C(C)Sc1nc(C)c(C)c(C)n1 (stereo unspecified)	-0.8	7.3	-2.5	3.1	-19.1	-1.4	24.5	-2.5	-4.0	6.4	0.7
CSCc1cccc(C(=O)OC(C)C(=O)Nc2c(C)n(C)n(-c3ccccc3)c2=O)c1 (stereo unspecified)	-2.9	-4.8	-1.6	-12.7	-16.9	-0.6	-19.4	0.0	-33.1	5.4	0.4
O=C(Nc1ccccc1Cl)NC1(C(=O)N2CCC(O)CC2)CCCCC1	10.9	22.7	-2.6	2.6	-2.9	1.1	11.4	-0.2	-16.7	-7.2	-0.1
Cc1nnc(NC(=O)CSc2nnc(Cc3ccccc3)n2Cc2ccccc2)s1	3.3	-6.9	-1.9	-1.8	/	3.4	-2.0	1.4	-10.2	15.4	1.7
COC(=O)C1=C(C)N=C2SC(C#N)=C(N)N2C1c1cc(OC)c(OC)c(OC)c1 (stereo unspecified)	-2.9	10.5	3.8	-5.3	/	1.8	6.8	1.0	-16.5	-15.6	0.0
O=C1CSC(c2cccnc2)N1Cc1ccc(Cl)c(Cl)c1 (stereo unspecified)	8.6	12.7	3.4	6.4	-4.3	-3.1	15.8	-0.3	0.0	5.0	0.2
CCCn1nnc(NC(=O)c2cccc(Cl)c2)n1	-2.1	-67.1	5.6	-2.3	-5.4	5.7	-74.8	1.4	-12.7	-26.6	0.0
O=C(OCc1cn(-c2ccc(Cl)c(Cl)c2)nn1)c1ccccc1Cl	-3.1	-42.9	-0.1	0.4	-3.6	-2.1	-21.8	-0.6	-20.9	0.2	-0.2
CCOc1ccc(C(=O)CSc2nnc(C3CC3)n2C)cc1	-1.2	-37.2	1.3	-4.3	-1.0	-1.9	-62.7	-0.3	-45.3	-26.0	0.2
CCNC(=S)N(Cc1cc2cccc(C)c2[nH]c1=O)C1CCCC1	1.2	6.1	-1.3	3.2	-4.6	-0.7	17.2	-2.8	-18.1	-0.8	-0.2
CC(=O)c1ccc(OCCCC(=O)Nc2nnc(C3CC3)s2)cc1	-0.9	-9.6	1.5	27.4	-5.2	/	10.1	3.1	-2.4	-6.3	0.3
O=C(Cc1cccc(NC(=O)C2CCCN(C(=O)C3CCCC3)C2)c1)Nc1cccc(C(=O)N2CCOCC2)c1 (stereo unspecified)	-2.7	4.6	4.3	-2.7	-9.9	/	0.8	1.5	-20.1	-2.3	0.2
C(C#CCN1CCOCC1)#CCN1CCOCC1	-0.6	0.2	-3.9	-9.4	-5.8	/	7.0	11.4	9.5	2.0	0.1
COc1cc(NC(=S)NCCc2ccccc2)c(OC)cc1NC(=O)C(C)C	0.5	2.8	4.2	-4.3	-2.2	-0.3	14.4	0.2	6.3	-1.2	0.1
C=CCNC(=O)C1CC2Cn3c(nc4cc(C)c(C)cc43)C2N1C (stereo unspecified)	-3.1	-20.1	0.8	4.2	-8.1	1.0	-26.5	-1.7	-14.9	-7.4	0.0
COCCOC(=O)C1=C(C)NC(=O)CC1c1cc2c(cc1Br)OCO2 (stereo unspecified)	4.7	6.5	-5.0	10.6	-4.6	-0.4	13.7	-1.1	-22.9	3.1	0.4
